HIV peptide binding: cell-free HIV fusion peptide-binding blockers – biochemical, uHTS, fluorescence dequenching, primary screen (AID 1986); cell-free peptide binding, fluorescence dequenching, 30 min; higher % means a stronger effect; inhibition, % at 20 µM, or IC50 in µM where a hit was titrated; 290,000 tested, 0.3% active; in the data active = inhibition mostly above about 52%, no sharp cut-off; inactive = mostly below about 76%; also: some results filed as inactive read as strong as hits
WT yeast gro inh: growth inhibition of WT yeast, mitochondrial fusion screen | mitochondrial fusion phenotypic screen, WT strain | inhibition, % at 10 µM | 190,000 tested, 2.1% active; in the data active = inhibition above about 58%; tested in S. cerevisiae
Dynein transport: blocks dynein driven cargo transport along microtubules; 3617.4 mouse cells, GR-EGFP nuclear translocation imaging; test concentration mostly 20 µM; stimulated with dexamethasone, 1 µM; hits give low values; z-score, hits read low; 220,000 tested, 0.47% active;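 active = plate z-score of nuclear minus cytoplasmic receptor signal below a set negative limit, without overly bright fluorescence or cell loss, cut at about -3.5 in these data, passing the limit was not always enough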;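 also: z-score of nuclear minus cytoplasmic ring GR-EGFP intensity difference per well; some compounds called inactive have numbers as strong as hits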
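Buffer or medium: tetracycline-free induction medium containing charcoal-stripped FBS / Reagent: dexamethasone agonist, 1.0 µM final, for 30 min / Technique: automated 10x imaging of fixed Hoechst-stained cells / Times: induction 48 h, compound 1 h, agonist 30 min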
AID2073: inhibitors of Mint1-CaV2.2 protein interaction, biochemical, HTRF (AID 2073); HTRF protein-protein interaction, Mint1-CaV2.2; higher % means a stronger effect; one-dose inhibition, % at 20 µM; IC50 in µM for titrated hits; 290,000 tested, 0.19% active; in the data active = inhibition mostly above about 51%, no sharp cut-off; inconclusive = no clear call, values can overlap the other calls; inactive = mostly below about 53%; also: some results filed as inactive read as strong as hits
MT stabilizer: microtubule stabilizers in HeLa cells; HeLa tubulin immunostaining HCS, 24 h; share of cells brighter than vehicle mean+2SD; % tubulin-high responders, % at 10 µM; 200,000 tested, 0.83% active;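 active = plate Z-score above 3 for both tubulin-high and condensed-nucleus cell shares, with cell loss under 80%, at 10 µM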;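 also: anti alpha tubulin signal scored within the nucleus-defined area of each cell; some results filed as inactive read as strong as hits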
Autophagy mod: modulators of autophagy; MEF GFP-LC3 puncta imaging; test concentration mostly 10 µM; calls only at 10 µM (by protocol); 190,000 tested, 0.98% active; AID 463193;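 active = percentage of spot-positive cells more than 3 SD above its plate mean, without a fluorescence outlier flag or 80% toxicity; inconclusive = no clear call, values can overlap the other calls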;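 also: spot-positive cell cutoff set from DMSO-treated cells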
Ins promoter up: MIN6 insulin promoter up-regulation; MIN6 insulin promoter-GFP reporter, high-content imaging; hits give high values; 190,000 tested, 0.3% active; z-score at 5 µM; AID 1625;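 active = z-score above 3 at 5 µM with at least 500 cells counted in the well; inconclusive = wells under 500 cells, flagged as cytotoxic or low count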
Yfh1-depleted yeast: mitochondrial function rescue without frataxin homolog – Friedreich's ataxia, plus single-dose screen, dose response (AID 1465); fold induction at 50 µM; hits with a dose series show EC50 in µM; 220,000 tested, 0.074% active; S. cerevisiae Yfh1-off respiration, WST-1 reduction, 72 h; higher fold induction means a stronger effect;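 active = fold induction of absorbance versus untreated yeast above a set limit, then at least 30% activation at any dose in follow-up; inconclusive = repeats straddling the limit, or above it without dose testing; inactive = fold induction below the set limit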;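 also: activators that raise dye reduction in frataxin-depleted yeast; strong numbers were not always called active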
bCat nuc transl: beta-catenin nuclear translocation modulation | HeLa beta-catenin nuclear translocation, immunofluorescence imaging | nuclear translocation activity, % at 5 µM | 190,000 tested, 0.3% active;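 active = nuclear translocation activity above 50% at 5 µM, with a well cell count of 50 or more; inconclusive = wells under 50 cells across six images, flagged as toxic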;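 also: per-cell ratio of nuclear to cytoplasmic median beta-catenin stain intensity; plate controls were DMSO negative control for no effect and GSK-3 inhibitor IX positive control for full effect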
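System: Human HeLa cells, endogenous beta-catenin | Compound dosing: 5 µM primary, 0.02–20 µM confirmation | Timing: 24 h compound exposure at 37°C, 5% CO2 | Measured by: Fluorescence imaging of beta-catenin antibody stain plus DAPI | Read-out basis: % activation of per-cell nuclear versus cytoplasmic median beta-catenin signal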
WT yeast gro inh mutant strain: recorded beside WT yeast gro inh, whose call it bears; inhibition, %; mitochondrial fusion phenotypic screen, mutant strain inhibition
Dynein transport cytoplasmic EGFP: second read-out of Dynein transport, no call of its own (marks repeat the call); z-score; measured here: cytoplasmic GR-EGFP intensity; hits give high values
Dynein transport nuclear GR-EGFP: further read-out of Dynein transport, marked with its call; z-score; measured here: nuclear GR-EGFP intensity;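 lower value marks the stronger effect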
Dynein transport cell count: further read-out of Dynein transport, marked with its call; z-score; measured here: cell count per field
Ins promoter up cell count: further read-out of Ins promoter up, marked with its call; cell count; measured here: cytotoxicity, nuclei count;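 total cells summed across four imaged fields per well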
bCat nuc transl cell count 5 µM: further read-out of bCat nuc transl, marked with its call; cell count; measured here: cell count, cytotoxicity flag
MT stabilizer Hoechst-high %: second read-out of MT stabilizer, no call of its own (marks repeat the call); % Hoechst-high responders; measured here: nuclear condensation Hoechst responders;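 share of cells brighter than vehicle mean plus two SD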
MT stabilizer cytotoxicity %: also measured in MT stabilizer; calls as there; toxicity, %; measured here: cytotoxicity by cell density;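 0% = mean cell density of plate MIN control wells and 100% = no cells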
Autophagy mod cell loss 18 h: second read-out of Autophagy mod, no call of its own (marks repeat the call); toxicity, %; measured here: cell loss, nuclei count;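 cell loss after 18 h compound exposure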
* = called active by the depositor; i = inactive; ? = inconclusive; · = not tested or not shown.

SMILES	HIV peptide binding	WT yeast gro inh	WT yeast gro inh mutant strain	Dynein transport	Dynein transport cytoplasmic EGFP	Dynein transport nuclear GR-EGFP	Dynein transport cell count	AID2073	MT stabilizer	MT stabilizer Hoechst-high %	MT stabilizer cytotoxicity %	Autophagy mod	Autophagy mod cell loss 18 h	Ins promoter up	Ins promoter up cell count	Yfh1-depleted yeast	bCat nuc transl	bCat nuc transl cell count 5 µM
Cc1cc(Cl)cc(C)c1OCC(=O)O	2.2%	2	12	·	·	·	·	-6%	·	·	·	·	·	0.16	1266	i	-8.9	1050
Cc1ccc(S(=O)(=O)Nc2ccc3ncccc3c2)cc1	-0.5%	-1	13	-0.45	-0.18	-0.012	1.1	11%	6.9	5.6	5.7	i	8	?	·	i	1.2	1319
O=C(/C=C/c1ccccc1)C1=C(O)C(=O)N(CCO)C1c1cccc([N+](=O)[O-])c1 (stereo not drawn)	-0.4%	·	·	-0.27	-0.27	-0.11	0.26	-9%	·	·	·	·	·	·	·	i	0.7	1226
O=C(COC(=O)/C=C/c1cccs1)NC1CC1	-0.4%	-19	8	-0.036	-0.3	0.21	0.49	-2%	5.4	2.4	9.6	i	9	-0.22	1253	i	2.6	1035
CN(C)C(C)(C)C#CCCCCC#CC(C)(C)N(C)C	-0.6%	-26	8	0.98	-0.26	0.77	1.2	11%	1.7	0.2	17	i	1	·	·	i	-1.5	1169
CC(C)(C)n1nnnc1C(c1cccs1)N1CCCc2ccccc21 (stereo not drawn)	-1.8%	-17	-1	-0.054	-0.22	-0.22	0.62	-11%	2.0	1.2	9.7	i	8	-0.31	1301	i	-4.0	1237
CCS(=O)(=O)N1CCCC(C(=O)NCCc2ccccc2)C1 (stereo not drawn)	-1.6%	7	12	0.74	-0.3	0.22	0.3	-4%	1.7	1.5	4.6	i	-7	-0.25	949	i	0.8	1208
CCc1ccc(N(CC(=O)O)S(=O)(=O)c2c(C)noc2C)cc1	-0.4%	-11	-27	1	-0.18	0.66	-0.4	2%	2.3	1.3	0.6	i	4	-1.3	1927	i	-0.3	1186
CCCC(c1nnnn1C1CCCCC1)N1CCN(c2ncccn2)CC1 (stereo not drawn)	1.8%	-25	14	-0.88	-0.17	-0.29	0.17	-5%	6.5	3.6	9.3	i	2	-0.23	1237	i	-1.1	1190
Cc1cc(C)n(-c2nc3c(c(=O)[nH]c(=O)n3C)n2Cc2cccc(Br)c2)n1	-0.7%	24	2	-0.55	-0.12	-0.091	-0.02	0%	4.8	2.6	12	i	12	0.59	1197	i	-4.3	917
COc1cc(NS(=O)(=O)c2ccc(NS(=O)(=O)c3ccccc3)cc2)nc(OC)n1	-1.5%	19	8	-0.14	-0.21	-0.016	0.68	10%	1.6	1.5	6.4	i	-6	0.37	1610	i	-8.1	981
CC1CCN(C(=S)c2cccc(O)c2)CC1	5.1%	-8	22	1.5	-0.042	0.64	-2	1%	2.5	2.2	0.1	i	10	-0.2	1333	i	0.2	1557
Cc1ccc(S(=O)(=O)NC(=O)Nc2nnc(C3CC3)s2)cc1	-0.2%	7	49	-0.89	-0.21	-0.71	0.92	4%	1.7	1.5	4.3	i	30	-0.47	1808	i	-0.4	1035
CCC(NC(=O)c1ccc([N+](=O)[O-])cc1[N+](=O)[O-])c1ccccc1 (stereo not drawn)	-3.3%	15	1	-0.19	-0.26	0.12	-0.0076	-6%	1.9	1.4	7.8	i	2	·	·	i	0.1	1058
O=C(O)/C=C\C(=O)Nc1ccc(OC(F)F)cc1	-0.9%	-2	-22	-0.45	-0.23	-0.27	0.34	6%	6.1	1.7	6.4	i	-12	0.32	1467	i	-0.2	1582
CCc1sc(-c2c(C#N)c(N)nc3c2CCCCCC3)cc1[N+](=O)[O-]	-0.6%	-4	-13	-0.2	-0.15	-0.35	-0.64	0%	2.6	2.4	10	i	-14	-0.81	1619	i	-2.0	1352
Nc1c(Br)cc2oc(-c3ccccc3)nc2c1Br	1.6%	7	4	1.5	-0.11	0.9	-0.78	3%	3.2	3.1	1.0	i	8	0.99	1521	i	-0.5	1085
N#Cc1cnn2c(C(F)(F)F)c3c(nc12)CCCC3	1.2%	-10	-5	1.2	-0.16	1	-0.15	3%	3.4	2.0	7.7	i	-4	0.26	1499	i	-2.9	977
CCOC(=O)c1cc(-c2ccco2)nn1-c1ccc(C)cc1	6.5%	11	-5	0.41	-0.27	1.1	-0.041	49%	0.4	3.2	8.0	i	-4	-0.58	1158	i	2.2	1011
Cc1ccc(Cn2ccc(NC(=O)c3cc(-c4ccco4)on3)n2)cc1	-1.8%	-9	-9	-0.48	-0.21	0.088	0.35	?	3.4	1.8	4.6	i	24	1.3	1424	i	-3.1	923
COc1cc(/C=N/NC(=O)C2COc3ccccc3O2)ccc1O (stereo not drawn)	-0.6%	·	·	-0.91	-0.23	-0.49	1.1	-1%	·	·	·	·	·	0.74	1413	i	-0.5	1313
CCOC(=O)C1=C(N)OC(C)=C(C#N)C1c1ccco1 (stereo not drawn)	-1.6%	-24	3	-0.13	-0.21	0.6	0.086	-5%	3.1	2.9	5.4	i	10	-0.15	1297	i	-0.7	523
COc1ccc(/C=N/NC(=O)C2C(C=C(Cl)Cl)C2(C)C)c(OC)c1 (stereo not drawn)	-0.1%	15	4	0.18	-0.33	0.044	0.11	-4%	1.0	2.3	6.4	i	-11	0.25	1407	i	1.1	1490
CCN(CC)C(=O)C1CCCN(C(=O)Nc2ccc(NC(=O)N3CCCC(C(=O)N(CC)CC)C3)cc2)C1 (stereo not drawn)	0.6%	6	7	-0.9	0.23	-0.18	0.68	-20%	2.8	1.9	4.5	i	-4	-0.03	921	i	-6.0	1249
CC(=O)N1c2c(cc(Br)cc2S(=O)(=O)NCc2ccc3c(c2)OCO3)CC1C (stereo not drawn)	-2.3%	-5	3	-0.47	-0.17	0.083	0.29	-4%	1.8	2.1	12	i	-39	-1	1317	i	-2.3	1170
Following part:
SMILES	HIV peptide binding	WT yeast gro inh	WT yeast gro inh mutant strain	Dynein transport	Dynein transport cytoplasmic EGFP	Dynein transport nuclear GR-EGFP	Dynein transport cell count	AID2073	MT stabilizer	MT stabilizer Hoechst-high %	MT stabilizer cytotoxicity %	Autophagy mod	Autophagy mod cell loss 18 h	Ins promoter up	Ins promoter up cell count	Yfh1-depleted yeast	bCat nuc transl	bCat nuc transl cell count 5 µM
CCOc1cc(Br)c(C=O)cc1OCC	-1.0%	1	-11	0.4	-0.16	0.11	0.6	6%	3.5	3.2	3.5	i	32	-0.29	910	i	-0.9	965
Cc1csc2c(SCC(=O)NNC(=O)C(Cl)Cl)ncnc12	-0.2%	·	·	-0.067	-0.24	-0.053	0.14	4%	·	·	·	·	·	-0.08	1494	i	-1.7	1172
Oc1ccc(Cl)cc1C=NCCc1ccccc1	0.5%	0	-2	0.3	0.17	0.43	-0.15	12%	2.1	3.2	11	i	1	-0.06	1260	i	4.0	520
O=C(CSc1ncnc2c1oc1ccccc12)NCc1ccco1	-1.5%	-12	-6	-0.64	-0.27	-0.1	0.49	25%	2.2	1.0	8.3	i	4	-1.1	954	i	4.0	735
CNC(=S)NNC(=O)c1cccn(Cc2ccccc2)c1=O	-1.3%	-13	5	-0.017	-0.3	0.26	-0.82	-5%	1.8	2.7	5.6	i	-4	-0.17	1390	i	-0.5	1134
CC1=Nc2cc(C(=O)NCCCOC(C)C)ccc2Sc2ccccc21	1.9%	5	6	0.47	-0.29	0.26	0.025	5%	24*	30*	53*	i	-10	-0.33	1225	i	15	861
O=C(O)CCc1ccc(-c2ccc(Cl)cc2)n1CCC(=O)O	26%	-25	-18	-0.16	-0.27	-0.94	0.66	-3%	2.9	1.8	1.9	i	-2	·	·	i	·	·
Fc1nc(F)c(F)c(NCCCNc2c(F)c(F)nc(F)c2F)c1F	1.0%	72*	39*	-0.2	-0.31	-0.08	0.24	-7%	2.3	2.9	12	i	16	-1.4	1228	i	1.9	1150
O=C(COc1ccc2oc(-c3ccccc3)cc(=O)c2c1)Nc1ccccc1	-1.6%	-3	7	0.02	-0.29	0.023	0.15	40%	5.2	2.9	2.7	i	5	0.41	1615	i	0.2	1103
S=C(NCc1ccc(Cl)cc1)Nc1ccc(Cl)cc1Cl	2.9%	11	4	-0.55	-0.073	-0.5	0.54	-10%	3.5	2.2	8.9	i	17	-0.11	1415	i	-0.3	1126
COc1ccc(N2C(=O)CSC2c2cccc(F)c2)c(OC)c1 (stereo not drawn)	2.5%	-5	8	-0.68	-0.097	-0.047	-0.14	-8%	7.2	2.5	1.3	i	4	-0.19	1553	i	-1.2	1369

Screens: PubChem, several laboratories

Outcome played no part in choosing rows; any-hit rate near 4.2%.
